From PubChem BioAssay
DT40 TDP1 CPT: growth inhibition of DT40 Tdp1-/-;hTDP1 cells with camptothecin (screen for TDP1 inhibitors); Potency, µM (top dose mostly 46.2 µM), inactives show at the top dose activity change, negative = growth inhibition, most hits filed as inhibitors; chicken DT40 Tdp1-/-;hTDP1 cells + 20 nM CPT, ATP luminescence, 48 h; 12% of 420,000 active; AID 686979; note: nearly all actives have a fitted effect of over 55% in size
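Cell growth measured by CellTiter-Glo luminescence after a minimum 48 h, 37 C compound exposure with 20 nM CPT in Tdp1-knockout DT40 cells stably expressing hTDP1, seeded 400/well; qHTS titration format.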
KAT2A inh: inhibitors of human GCN5L2 histone acetyltransferase; 0.21% of 390,000 active; GCN5L2 HAT assay, ThioGlo1 CoA-SH fluorescence; Q92830; Potency, µM (doses to about 58.9 µM), for inactives: at the highest dose activity change, negative = inhibition, hits mostly inhibitors
Target sequence (Q92830 whole entry, looked up): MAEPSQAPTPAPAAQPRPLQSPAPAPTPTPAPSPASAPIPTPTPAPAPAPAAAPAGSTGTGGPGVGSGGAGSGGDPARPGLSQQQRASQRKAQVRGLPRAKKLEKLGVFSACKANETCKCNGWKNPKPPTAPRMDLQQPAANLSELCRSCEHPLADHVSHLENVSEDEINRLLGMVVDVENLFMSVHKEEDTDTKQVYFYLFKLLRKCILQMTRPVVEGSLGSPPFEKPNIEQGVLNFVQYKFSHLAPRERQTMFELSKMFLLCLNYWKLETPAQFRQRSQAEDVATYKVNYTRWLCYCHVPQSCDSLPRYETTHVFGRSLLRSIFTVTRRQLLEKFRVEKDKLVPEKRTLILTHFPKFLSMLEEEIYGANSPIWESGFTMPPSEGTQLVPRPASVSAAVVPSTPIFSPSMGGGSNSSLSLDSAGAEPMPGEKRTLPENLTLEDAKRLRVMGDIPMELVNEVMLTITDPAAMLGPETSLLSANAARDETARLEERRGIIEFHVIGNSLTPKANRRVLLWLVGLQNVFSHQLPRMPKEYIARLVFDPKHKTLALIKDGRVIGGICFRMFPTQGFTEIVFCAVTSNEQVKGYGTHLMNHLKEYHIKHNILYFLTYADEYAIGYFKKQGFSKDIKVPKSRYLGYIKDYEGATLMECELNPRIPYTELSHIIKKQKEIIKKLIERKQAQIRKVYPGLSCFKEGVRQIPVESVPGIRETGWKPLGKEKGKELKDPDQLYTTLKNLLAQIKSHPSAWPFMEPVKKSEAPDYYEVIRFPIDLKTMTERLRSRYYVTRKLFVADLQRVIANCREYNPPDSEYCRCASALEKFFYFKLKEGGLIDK
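Titration-based screen in which CoA formation is detected via maleimide probe ThioGlo1 (50uM) turning fluorescent on thiol reaction; substrates H3(1-25) 75uM and acetyl-CoA 70uM, GCN5L2 20nM, 20 min incubation at room temperature.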
DT40 TDP1 no CPT: qHTS for Inhibitors of human tyrosyl-DNA phosphodiesterase 1 (TDP1): qHTS in cells in absence of CPT. DT40 Tdp1-/- hTDP1 cells, no CPT, ATP luminescence, 48 h. Potency, µM (series often up to 46.2 µM), for the others: at the top dose activity change, negative = growth inhibition, most hits filed as inhibitors. 15% of 420,000 active; note: nearly all actives have a fitted effect of over 55% in size
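A cellular qHTS used chicken DT40 cells lacking endogenous Tdp1 but carrying stably transfected human TDP1. Compounds were applied without camptothecin, and cell growth kinetics were judged by ATP-dependent luminescence after ≥48 hr.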
An asterisk follows results filed as active; ? = inconclusive; . = not tested or not shown; [ ] = dose if it differs, or a comment. Calls come from the whole dose curve; as a rule, active = well fitted curve in the direction sought with a large enough effect; inconclusive = small, poorly fitted or top-dose-only effect, or another doubt; inactive = no such curve, though single readings can be large; an effect the other way counts as inactive or inconclusive. % is set by controls: 0 for no effect and ±100 for the full control effect; potency is the fitted concentration of half-maximal effect.

SMILES | DT40 TDP1 CPT | KAT2A inh | DT40 TDP1 no CPT
CSc1ccc(CC(=O)N2CCC(n3nccc3NC(=O)C3CC3)CC2)cc1 | -1% | 1% | 16%
CCc1nc2cccnc2n1-c1ccc(CC(=O)NCCOC)cc1 | -3% | -18% | -6%
O=C(c1ccc(-c2ccccc2)cc1)N1CCN(c2ncccn2)CC1 | -14% | -4% | ?
O=C(NCC(NS(=O)(=O)OCC(Cl)(Cl)Cl)c1ccccc1)C(F)(F)F (centres undefined) | ? | -6% | ?
COC(=O)c1cc(OC)c(OC)cc1NC(=O)CCCCCN1C(=O)CCC1=O | ? | -8% | ?
CC(C)CC(c1nnnn1C(C)(C)C)N1CCN(C2CCCC2)CC1 (centres undefined) | 6% | 2% | -5%
COc1ccc(N(CC(=O)NC2CC3CCC2C3)S(=O)(=O)c2ccc(C)cc2)cc1 (centres undefined) | -20% | -2% | -27%
Cc1nc2c(-c3ccc(F)cc3)cnn2c(N)c1-c1ccccc1 | ? | -1% | ?
Clc1nccc(N2CCN(c3ccccc3Cl)CC2)n1 | 0% | . | ?
O=C(NC1CCCCCC1)c1cc2c(=O)n3ccccc3nc2s1 | ? | -11% | ?
O=C1C=CC(=O)N1c1cccc(-c2ccccc2)c1 | 0.65µM* | -18% | 0.73µM*
O=C(Nc1cccc(F)c1)/C(=C\c1cccnc1)NC(=O)c1ccco1 | -3% | -13% | 18%
Cc1c(NC(=O)C(C)OC(=O)c2ccc([N+](=O)[O-])cc2Cl)c(=O)n(-c2ccccc2)n1C (centres undefined) | -18% | . | -11%
CCc1ccc(NC(=O)C(Cc2ccccc2)NS(=O)(=O)c2ccc3c(c2)CCN3C(C)=O)cc1 (centres undefined) | ? | -7% | ?
Clc1ccc(-c2nc3cc(CN4CCCCC4)ccc3o2)cc1 | ? | -11% | ?
COc1ccccc1S(=O)(=O)Cc1ccc(C(=O)N2CCN(c3ccccn3)CC2)o1 | ? | -3% | ?
COc1ccccc1OC(=O)Cc1cccc2ccccc12 | 0% | -1% | 2%
COc1ccc2c(c1)CCN1C2CCN2C(=O)CCC21 (centres undefined) | 16% | 3% | 0%
COc1ccc(C(C)=O)cc1COc1ccc(Cl)c(C)c1 | 10µM* | -9% | 9.2µM*
COc1ccc(CCN(C)C2CCCN(C(=O)Cn3cccn3)C2)cc1OC (centres undefined) | 0% | 0% | 21%
COc1ccc(C)cc1Nc1ncnc2c1nnn2Cc1ccccc1Cl | ? | . | ?
Cc1ccccc1-n1cnnc1SCC(=O)Nc1cccnc1Cl | -1% | ? | -13%
COCCN(C(=O)COC(=O)Cc1c(C)nc2ccccc2c1C)c1c(N)n(CC(C)C)c(=O)[nH]c1=O | -16% | 1% | 6%
NC(=O)c1c(-c2ccccc2)oc2ccc(O)cc12 | -23% | -4% | -14%
CCCC(=O)c1ccc(N2CCN(C(=O)c3cccs3)CC2)c(F)c1 | ? | 1% | ?
CO[C@@H]1[C@@H](O[C@@H]2O[C@H](C)[C@@H](O[C@H]3C[C@@](C)(O)[C@@H](O)[C@H](C)O3)[C@H](N(C)C)[C@H]2O)[C@@H](CC=O)C[C@@H](C)[C@@H](O[C@@H]2CC[C@H](N(C)C)[C@@H](C)O2)/C=C/C=C/C[C@@H](C)OC(=O)C[C@H]1O | -29%[21.1 µM] | . | -8%[21.1 µM]
Cn1cc(-c2ccccc2)cc(C#N)c1=O | 7% | 1% | 3%
O=C(/C=C/c1ccc(F)cc1)NC(=S)NNC(=O)[C@H]1C[C@@H]1c1ccccc1 | ? | -3% | 23µM*
Cc1ccccc1-c1cc(C(=O)O)nn1CC1CC(c2cccc([N+](=O)[O-])c2)=NO1 (centres undefined) | 12% | -5% | -4%
Cc1nc2cc3ccccc3cc2s1 | 20% | . | 5%
CC(NC(=O)CC(O)(C(F)(F)F)C(F)(F)F)c1ccccc1 (centres undefined) | -7% | -13% | -7%
Cc1ccc(NC(=O)Cn2nnc(C(=O)NCc3cccs3)c2N)cc1F | -6% | -3% | 25%
CCCCC(=O)N(C)c1c(C)nc2ccc(C(=O)NCCOc3ccc(OC)cc3)cn12 | -19% | . | -30%
CCOC(=O)NC(=O)C(=CNc1ccccc1C)C(=O)NC(=O)OCC | -3% | -2% | -4%
Cc1cc(C)c(S(=O)(=O)Nc2cccc(S(=O)(=O)N3CCOCC3)c2)c(C)c1 | -8% | -7% | -5%
Cc1ccc(S(=O)(=O)N2CCN(C(=O)/C=C/c3ccccc3)CC2)cc1C | ? | -13% | ?
COc1cc(/C=C/C(=O)OCC(=O)NC(=O)NC(C)(C)C)ccc1O | ? | 1% | -28%
Brc1ccc(-c2nnc(-c3ccccc3)c(N3CCSCC3)n2)cc1 | ? | -12% | 26µM*
O=S(=O)(Nc1nc(CN2CCOCC2)nc2sc3c(c12)CCCC3)c1cc(F)ccc1F | 17% | -4% | -15%
CCCOC(=O)c1ccc(NC(=O)C(CC)CC)cc1 | -1% | 0% | -27%

Of the compounds above, 2 have a tert-butyl group.
SMILES | DT40 TDP1 CPT | KAT2A inh | DT40 TDP1 no CPT
CC(C)CC(c1nnnn1C(C)(C)C)N1CCN(C2CCCC2)CC1 (centres undefined) | 6% | 2% | -5%
COc1cc(/C=C/C(=O)OCC(=O)NC(=O)NC(C)(C)C)ccc1O | ? | 1% | -28%

Part of the list above, with values under each structure.
Order of values: DT40 TDP1 CPT	KAT2A inh	DT40 TDP1 no CPT
- Cc1cc(C)c(S(=O)(=O)Nc2cccc(S(=O)(=O)N3CCOCC3)c2)c(C)c1
    -8%	-7%	-5%
- Cc1ccc(S(=O)(=O)N2CCN(C(=O)/C=C/c3ccccc3)CC2)cc1C
    ?	-13%	?

(list continues)
SMILES | DT40 TDP1 CPT | KAT2A inh | DT40 TDP1 no CPT
CCOC(=O)CC1c2nc3ccccc3cc2CN1C(=O)OCC (centres undefined) | ? | . | ?
Cn1c(=O)oc2cc(S(=O)(=O)N3CCCC3)ccc21 | -7% | 3% | 3%
O=C(O)Cn1ncn(-c2ccc(OC(F)(F)F)cc2)c1=O | 4% | 0% | 0%
O=C(CSc1nnc(-c2cccs2)n1Cc1ccccc1)NCc1ccc2c(c1)OCO2 | 23µM* | 2% | ?
O=C(/C=C/c1ccccc1[N+](=O)[O-])Nc1cc(S(=O)(=O)N2CCOCC2)ccc1N1CCOCC1 | 2% | . | 3%
CC1CCN(S(=O)(=O)c2ccc(NC(=O)C3CC3)cc2)CC1 | ? | 0% | -23%
Cc1ccc(Nc2ncc(C(=O)Nc3ccc(F)cc3F)c3ccccc23)cc1Cl | 16µM* | -2% | ?
COc1ccc(C(C)=O)cc1COc1nc(C)nc2ccccc12 | -1% | -2% | -21%
CCOC(=O)c1c(NC(=O)CCS(=O)(=O)c2ccccc2)sc2c1CCN(C)C2 | 16µM* | 1% | 16µM*
CCCc1ccc(C(C)NC(=O)c2cnccn2)cc1 (centres undefined) | ? | -18% | 23µM*
Nc1c(Br)cc(/C=C/c2ccnc3ccccc23)cc1Br | ? | . | 10µM*
CN(C(=O)c1nc(-c2cccc(F)c2)n2c1CCCCC2)c1ccccc1F | -26% | -10% | -23%
Cc1ccc(C(=O)NCc2ccccc2)cc1Br | -7% | -3% | -8%
CCNC(=O)C1(C)CCN(C(=O)c2ccc3ccccc3c2)C1 (centres undefined) | 9% | . | 5%
O=C(O)c1c(-c2ccc(Cl)cc2)cn2ccccc12 | 3% | -12% | -14%
Cc1ccc(S(=O)(=O)NNC(=O)Nc2ccc(Cl)c(Cl)c2)cc1 | ? | -4% | 16µM*
Cc1ccc(NC(=O)CCn2nc(C)c3c(C)n(-c4ccccc4)nc3c2=O)cc1Cl | -12% | -4% | -8%
Cc1cc(F)ccc1NC(=S)NC1CCCC1 | 4% | -4% | 10%
O=C(CCCn1c(=O)[nH]c2cc(Cl)ccc2c1=O)NCCCN1CCCC1 | -24% | 2% | -11%
CC(C)NC(=O)CCSc1nc(-c2ccc3c(c2)OCO3)cc(C(F)(F)F)n1 | 13µM* | 2% | 8.2µM*
COc1cc(CNCc2ccncc2)ccc1OCC(N)=O | -10% | . | -14%
Cc1csc[n+]1CC(=O)c1ccccc1 | -17% | . | -13%
COc1ccccc1NC(=O)c1cc(S(=O)(=O)N2CCOCC2)ccc1Cl | -6% | . | -20%
O=C(CSc1nccc(-c2cccs2)n1)Nc1cccc(Cl)c1Cl | 7% | -7% | -17%
COc1ccc(-c2cc(=NC(CC(C)C)C(=O)O)c3cc(C)ccc3o2)cc1 (centres undefined) | -8% | -8% | 0%
Cc1ccc(N2C(=O)C(CC(=O)Nc3ccc(F)cc3)N(Cc3ccc4c(c3)OCO4)C2=O)cc1 (centres undefined) | ? | -9% | 16µM*
Cc1sc2nc(SCc3ccc(C(=O)O)cc3)n(Cc3ccco3)c(=O)c2c1C | -9% | -2% | ?
O=C(OCc1nnc(-c2ccccc2)o1)c1ccc(Cl)cc1 | -10% | -13% | 8%
Cc1ccc2c(c1)C1(SC(C)C(=O)N1c1ccc(Cl)cc1)C(=O)N2 (centres undefined) | 6.5µM* | . | 4.1µM*
CC(=O)Oc1ccc(C(=O)Nn2cnnc2)cc1 | 2% | . | -12%
COc1ccccc1C(c1nnnn1C(C)(C)C)N1CCCCCC1 (centres undefined) | 21µM* | -2% | 18µM*
CC(=O)Nc1ccc2nc(-c3cccnc3)[nH]c2c1 | 6% | -8% | 4%
CCCCn1c(N)c(N(CCC(C)C)C(=O)COC(=O)c2ccco2)c(=O)[nH]c1=O | 3% | -1% | -4%
O=C(N/N=C/c1cccc(OC(=O)c2ccccc2Cl)c1)c1cccnc1 | 2% | -18% | -14%
CCOc1cccc(/C=C/c2cc(C(=O)O)c3ccccc3n2)c1OC | -11% | -8% | -7%
Cc1cc(C)nc(/N=C2\NC(=O)CC(C(=O)O)N2c2ccc(Oc3ccccc3)cc2)n1 (centres undefined) | -13% | -24% | 20%
CCOC(=O)C/C(C)=N/NC(=O)c1cccs1 | -1% | 3% | -2%
CCc1nn(CC(=O)NCc2ccc(OC)cc2OC)c(=O)c2cc3c(OC)cccc3n12 | 6% | 1% | -8%
CCCNC(=O)CN(Cc1ccco1)S(=O)(=O)c1ccc(OCC)cc1 | -8% | -8% | -23%
CC(C)CC(NC(=O)OC(C)(C)C)c1cn([C@@H](Cc2cc3ccccc3[nH]2)C(=O)N2CCN(C(=O)OC(C)(C)C)CC2)nn1 (some centres undefined) | 18µM* | -3% | 18µM*
COC(=O)CCC(=O)NN1C(=O)c2ccccc2C1=O | 0% | 27% | -2%
CC1CCN(c2nnc(N)s2)CC1 | -14% | -3% | 1%
O=[N+]([O-])c1ccc(-c2cnc[nH]2)cc1 | 8% | -13% | -25%
COc1ccc(Cl)cc1NC(=O)CN(C)C(=O)Cc1n[nH]c(=O)c2ccccc12 | ? | -17% | -22%
CCOC(=O)CNC(=O)CSc1nc2ncc(Br)cc2[nH]1 | -23% | -5% | -4%
COc1ccc(N2CCN(c3oc(COc4ccc(Cl)cc4Cl)nc3C#N)CC2)cc1 | ? | -6% | 9.2µM*
Cc1cc(C)cc(N(C)S(=O)(=O)c2nnc(NC(=O)COc3ccc(Cl)cc3)s2)c1 | -13% | -9% | -11%
COc1cccc(NC(=O)C(=O)NCc2ccncc2)c1 | 0% | -6% | -14%
CCN(CC)C(=O)CCc1nnc(CCc2c[nH]c3ccccc23)o1 | -7% | ? | 8%
COc1ccc2c(c1)c1nc3ccccc3nc1n2Cc1ccc(OC)c(OC)c1 | ? | -3% | ?

Some of the entries so far, as labelled records.
COc1ccc2c(c1)CCN1C2CCN2C(=O)CCC21 (centres undefined)
  DT40 TDP1 CPT: 16%
  KAT2A inh: 3%
  DT40 TDP1 no CPT: 0%

COc1ccc(C(C)=O)cc1COc1ccc(Cl)c(C)c1
  DT40 TDP1 CPT: 10µM*
  KAT2A inh: -9%
  DT40 TDP1 no CPT: 9.2µM*

COc1ccc(CCN(C)C2CCCN(C(=O)Cn3cccn3)C2)cc1OC (centres undefined)
  DT40 TDP1 CPT: 0%
  KAT2A inh: 0%
  DT40 TDP1 no CPT: 21%

COc1ccc(C)cc1Nc1ncnc2c1nnn2Cc1ccccc1Cl
  DT40 TDP1 CPT: ?
  KAT2A inh: .
  DT40 TDP1 no CPT: ?

More records follow.
SMILES | DT40 TDP1 CPT | KAT2A inh | DT40 TDP1 no CPT
COCCN(CC(=O)Nc1ccccc1C(F)(F)F)C(=O)/C=C/c1ccc2ccccc2n1 | -26% | -1% | ?
CC(/C=N/NC(=O)c1ccccc1F)c1ccccc1 (centres undefined) | -11% | -2% | 22%
COc1ccc(-c2cn3c(n2)sc2cc(C(=O)NCc4cccc(F)c4)ccc23)cc1 | ? | -5% | ?
CSc1ccc(C(=O)C2CCCN(C(=O)c3cc4cc(F)ccc4[nH]3)C2)cc1 (centres undefined) | 18µM* | 1% | 18µM*
C=CCOc1cccc(C(=O)N2CCCC(CNS(=O)(=O)c3cccs3)C2)c1 (centres undefined) | -26% | 4% | -14%

An excerpt. The share of hits here may be higher or lower than overall.
